Compound activity (PubChem)
BRCA1 expr up – BRCA1 expression activation; actives 1.1% (n = 380,000); AID 624202; Potency, µM (series often up to 46.1 µM), for inactives: at the top dose activation, usual class: activators; MCF7-BRCA1-FFLuc reporter, luminescence, 48 h; response scale: scaled: vehicle 0%, 10 µM genistein 100%; note: potency is the fitted concentration of half-maximal effect; nearly all actives have a fitted effect of over 80% in size; some results filed as inactive show a strong effect at the top dose
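Using MCF7 cells harboring a BRCA1 firefly luciferase reporter, plated 2 h before compound pinning, the screen measured luminescence after 48 h incubation. Responses were normalized to DMSO and 10 microM genistein, then fitted for concentration-effect.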
a7 integrin act – activators of alpha7 integrin expression for muscular dystrophy; alpha7betagal myoblasts, beta-gal FDG fluorescence, 48 h; Potency, µM (top dose mostly 38.3 µM), for inactives: at the highest dose activation, hits mostly activators; actives 0.064% (n = 350,000);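 note: potency is the fitted concentration of half-maximal effect; 100% = response of the positive control SU9516; nearly all actives have a fitted effect of over 60% in size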
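alpha7betagal+/- myoblasts (passage 13, 250/well) treated 48 h at 37C with compounds at 1:260 dilution of DMSO stock. Lysed, then beta-galactosidase activity read as FDG fluorescence (ex 480/em 540) after 30 min, with pre-read for autofluorescence.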
USP2a inh – inhibitors of human ubiquitin-specific protease USP2a | O75604 | USP2 core, Ub-CHOP2 coupled fluorogenic reporter, 485/531 | Potency, µM (series often up to 38.3 µM), without a hit: at the highest dose activity change, negative = inhibition, actives largely listed as inhibitors | actives 0.01% (n = 330,000);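 note: potency is the fitted concentration of half-maximal effect; plate controls were DMSO wells for no effect and full inhibition by NEM control for full effect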
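Cell-free coupled assay: 10nM USP2 core preincubated 30min RT with compound in Tris-HCl pH 8.0/CaCl2/CHAPS buffer, then 25nM Ub-CHOP2 and 25nM reporter substrate; fluorescence (Ex 485/Em 531) read after 60min RT, normalized to NEM inhibition, concentration-response curves fitted.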
p53 reactivator – re-activators of mutant p53; Potency, µM (doses to about 92.2 µM), for the others: top-dose activity change, positive = activation, hits mostly activators; AID 504706; H1299 p53-A138V BP100-luciferase reporter, luminescence, 24 h; actives 0.063% (n = 320,000); note: potency is the fitted concentration of half-maximal effect; % of control where 0% means no effect; nearly all actives have a fitted effect of over 45% in size
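H1299 (p53-null), stable ts p53-A138V + BP100-Luc; 1000 cells/well, Opti-MEM/10% FBS; cpd 4 pt, 1:5; 24 h, 37 deg C, 5% CO2; detection reagent 10 min RT; luminescence.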
PTAP TSG101 blk – blocks PTAP/TSG101 interaction to inhibit HIV-1 budding; Q99816; Potency, µM (series often up to 115 µM), for inactives: top-dose activity change, negative = inhibition, most hits filed as inhibitors; 340,000 tested, under 10 active; Fluorescence polarization, FITC-PTAP peptide / Tsg101 binding; active = well fitted inhibition curve with a large enough effect in the main read-out, with a control signal flat, not every such curve was filed as active; inconclusive = small, poorly fitted or top-dose-only effect, or effect the other way, or a change in a side signal; inactive = no such curve, though single readings can be large or run the other way; note: potency is the fitted concentration of half-maximal effect; % of control where 0% means no effect
Target sequence (Q99816 whole entry, looked up): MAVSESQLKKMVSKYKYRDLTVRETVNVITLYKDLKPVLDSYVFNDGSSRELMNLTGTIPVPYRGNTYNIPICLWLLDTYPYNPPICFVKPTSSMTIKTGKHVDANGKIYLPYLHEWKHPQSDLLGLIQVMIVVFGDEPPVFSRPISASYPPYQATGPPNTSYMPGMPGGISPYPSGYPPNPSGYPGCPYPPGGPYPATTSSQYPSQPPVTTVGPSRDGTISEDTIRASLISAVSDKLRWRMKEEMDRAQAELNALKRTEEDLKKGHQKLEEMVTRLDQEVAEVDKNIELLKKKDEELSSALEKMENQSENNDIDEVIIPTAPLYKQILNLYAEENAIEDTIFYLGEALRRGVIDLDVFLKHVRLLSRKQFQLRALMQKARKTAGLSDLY
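Fluorescence polarization binding of Tsg101 binding domain (10 uM final) to FITC-labeled PTAP peptide (50 nM final) in HEPES pH 7.5 buffer with NaCl, Tween 20, EDTA, TCEP. Compounds added before peptide; binding 20 min at RT.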
B2AR arrestin – beta2AR (human) beta-arrestin recruitment activity. P07550. beta-arrestin recruitment to beta2AR, cell-based reporter. Potency, µM (series often up to 46.1 µM), without a hit: at the highest dose activation, actives largely listed as activators. actives 0.02% (n = 330,000);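 note: potency is the fitted concentration of half-maximal effect; 0% = DMSO controls and full agonism = EC100 isoproterenol or metaproterenol; nearly all actives have a fitted effect of over 65% in size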
TRPV1 ag – activates the human vanilloid receptor TRPV1. Q8NER1. activation, % at 8.33 µM. actives 0.19% (n = 320,000). TRPV1-expressing cells, Fluo-8 calcium influx, agonist mode. AID 540275; in the data active = activation above about 80%; inconclusive = between about 30% and that limit; note: 0% is about no effect
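TRPV1-expressing cells were cultured overnight at 35.5C and loaded with Fluo-8 calcium dye for 40 to 90 min at room temperature. After a 10 s baseline, compound was added and calcium influx was read kinetically for 3 min (ex 480/em 520 nm).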
uPA surface inh – cell surface uPA generation inhibition; cell surface uPA generation assay, qHTS; Potency, µM (series often up to 38.3 µM), for the others: top-dose activity change, negative = inhibition, usual class: inhibitors; actives 0.31% (n = 330,000); AID 540303; active = well fitted inhibition curve with a large enough effect; inconclusive = small, poorly fitted or top-dose-only effect; inactive = no such curve, though single readings can be large or run the other way; tested in mouse RAW 264.7 cells; note: potency is the fitted concentration of half-maximal effect; % is set by controls: 0 for no effect and ±100 for the full control effect; nearly all actives have a fitted effect of over 55% in size
S-ASM inh – inhibitors of human secretory acid sphingomyelinase; placental ASM, HMU-PC fluorogenic substrate, 60 min; P17405; Potency, µM (doses to about 57.5 µM), without a hit: at the highest dose activity change, negative = inhibition, actives largely listed as inhibitors; actives 0.006% (n = 340,000); note: potency is the fitted concentration of half-maximal effect
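Human placenta-derived ASM enzyme was preincubated with compound for 10 minutes at room temperature, then given fluorogenic substrate HMU-PC0 (9 uM final) for 60 minutes at 37 °C; a pH 10 stop preceded fluorescence reading at Ex 386/Em 447 nm.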
ELG1 genotoxic – genotoxicity induction in ELG1-luciferase HEK293T cells. HEK293T ELG1-luciferase reporter, luminescence, 16 h. Potency, µM (top dose mostly 46 µM), for the others: at the highest dose activity change, positive = activation, most hits filed as activators. actives 1.3% (n = 330,000); note: potency is the fitted concentration of half-maximal effect; % of control where 0% means no effect; nearly all actives have a fitted effect of over 60% in size
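Luminescence read-out: rising ELG1-luciferase signal, reflecting elevated ELG1 protein under genetic stress, flags genotoxic compounds. Cells were treated for 16 hr at 37 °C before ONE-Glo detection.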
Eya2 inh – blocks the phosphatase activity of human Eya2 | O00167 | recombinant Eya2, OMFP fluorescence dephosphorylation (OMFP is methylfluorescein phosphate) | Potency, µM (titrated, usually from 76.9 µM), for inactives: top-dose activity, negative = inhibition, actives largely listed as inhibitors | actives 0.006% (n = 330,000) | AID 488837; note: potency is the fitted concentration of half-maximal effect; % is set by controls: 0 for no effect and ±100 for the full control effect
Target sequence (O00167 whole entry, looked up): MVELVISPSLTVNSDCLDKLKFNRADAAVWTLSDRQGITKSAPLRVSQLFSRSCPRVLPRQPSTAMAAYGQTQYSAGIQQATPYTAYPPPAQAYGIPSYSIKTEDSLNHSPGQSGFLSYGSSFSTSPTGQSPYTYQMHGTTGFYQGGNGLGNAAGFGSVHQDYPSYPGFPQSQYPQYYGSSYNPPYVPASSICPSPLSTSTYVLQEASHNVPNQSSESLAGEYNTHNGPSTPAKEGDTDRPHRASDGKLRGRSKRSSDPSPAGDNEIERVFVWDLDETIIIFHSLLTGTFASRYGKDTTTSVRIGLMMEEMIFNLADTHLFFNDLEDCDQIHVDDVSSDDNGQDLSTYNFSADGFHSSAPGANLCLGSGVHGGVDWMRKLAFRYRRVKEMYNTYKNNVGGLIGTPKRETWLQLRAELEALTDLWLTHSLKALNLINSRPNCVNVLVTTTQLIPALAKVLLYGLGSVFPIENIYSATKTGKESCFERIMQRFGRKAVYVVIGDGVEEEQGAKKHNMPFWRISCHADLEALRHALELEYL
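Eya2 protein (added as 0.2 uM solution) was preincubated with compound for 10 min at ambient temperature in 50 mM HEPES pH 7.5, 50 mM NaCl, 5 uM MgCl2, 0.05% BSA, 1 mM DTT. OMFP (added at 50 uM) then reacted 10 min; fluorescence read at 485/525 nm.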
Numbers without * were called inactive; i = inactive; u = inconclusive; x = no result given; & = joins results of further samples; [ ] = remark or other dose. Unless noted, calls come from the whole dose curve; as a rule, active = well fitted curve in the direction sought with a large enough effect; inconclusive = small, poorly fitted or top-dose-only effect, or another doubt; inactive = no such curve, though single readings can be large; an effect the other way counts as inactive or inconclusive.

compound | PTAP TSG101 blk | TRPV1 ag | ELG1 genotoxic | uPA surface inh | BRCA1 expr up | USP2a inh | p53 reactivator | Eya2 inh | S-ASM inh | B2AR arrestin | a7 integrin act
Oc1ccc(N2CCN(C(c3ccccn3)c3nnnn3C3CCCC3)CC2)cc1 (centres undefined) | 1% | -2 | 2% | -25% | 16% | -1% | 4% | -1% | 2% | -0.2% | 2%
CCCc1nc2sc3ccccc3c(=O)c2c(=O)n1Cc1ccccc1 | -1% | x | x | -1% | 0% | x | x | x | -5% | x | -30%
CCC(C)c1ccc(C(C)NC(=S)NC2CCCCC2)cc1 (centres undefined) | -4% | u | -12% | 1% | -79% | -3% | -2% | 6% | -3% | 3.8% | -5%
COc1ccc(CC(=O)N/N=C/c2cc([N+](=O)[O-])cc(Br)c2O)cc1 | -5% | -1 | -10% | -15% | -65% | 2% | 1% | -7% | -7% | 0.4% | -11%
CCOc1ccccc1NC(=O)Cn1nnc(C(=O)NCc2ccco2)c1N | -6% | x | 19% | -13% | u | 1% | 4% | -10% | -1% | -0.8% | -14%
CC(=O)Nc1nc2ccc(S(=O)(=O)N3CCCCC3)cc2s1 | -5% | 21 | 0% | -3% | -3% | -1% | -4% | 0% | -1% | 0.4% | 29%
CCn1c(COc2ccc(=O)n(-c3ccccc3)n2)nnc1SCc1ccccc1C | 0% | 15 | -1% | 4% | -19% | 0% | -1% | 20% | 0% | -0.3% | -2%
CN1CCN(C(=O)c2c(NC(=O)c3ccco3)sc3c2CCC(C(C)(C)C)C3)CC1 (centres undefined) | -3% | 1 | 0% | -3% | -2% | 6% | -25% | -4% | 6% | -0.1% | -9%
COc1ccc(C2c3c(ncn(CCN4CCOCC4)c3=N)Oc3ccc4ccccc4c32)cc1OC (centres undefined) | -9% | -10 | 0%&2% | x | -28%&-62% | -6% | -2% | -11% | -11% | 5.2% | -67%[inhibitor]
CN1c2ccccc2C2(C)CCCC3=Cc4cc([N+](=O)[O-])cc([N+](=O)[O-])c4OC312 (centres undefined) | -2% | 2 | -2% | 1% | -44% | -2% | 3% | 0% | -4% | -0.1% | 22%
CCSc1nnc(CSc2ncccn2)n1C | -1% | -2 | 8% | 4% | 6% | 0% | -3% | -11% | -3% | -0.3% | 5%
CCOc1cc(/C=C2\C(=O)N(Cc3ccco3)C(C)=C2C(=O)OC)ccc1O | -4% | 2 | -1% | -5% | -56% | 1% | 16% | 6% | -22% | -0.1% | 4%
CNC(=S)NNC(=O)c1cccn(Cc2ccc(Cl)c(Cl)c2)c1=O | -1% | x | 1% | x | 2% | -2% | -5% | -20% | 20% | -0.6% | 1%
COC(=O)CCC(=O)Nc1ccccc1C(N)=O | 1% | 0 | -2% | x | 1% | 1% | -2% | 4% | -5% | 0.4% | 16%
Cc1cccc(C(=O)Nc2ccnc(-c3ccncc3)n2)c1 | -1% | 11 | -3% | 18% | -26% | 4% | -1% | 2% | -6% | -0.1% | 21%
COc1ccc2nccc(/C=C/c3ccnc4ccc(OC)cc34)c2c1 | -3% | u | 0% | -3% | -26% | 0% | -4% | 4% | i | 0.4% | 2%
O=C1CSC(c2ccncc2)N1Cc1ccco1 (centres undefined) | -9% | -2 | 2% | x | 7% | 0% | 19% | 0% | -5% | -0.2% | -15%[7.66 µM]
C=CCOc1ccc(/C(O)=C2\C(=O)C(=O)N(CCCOC)C2c2ccncc2)cc1 (centres undefined) | 0% | -3 | 4% | 2% | -23% | 4% | 11% | 3% | 1% | -0.1% | 15%
CCc1nc2c(s1)CCc1onc(-c3ccc(Cl)cc3)c1-2 | -1% | -1 | -13% | 0% | 0% | 0% | 13% | -12% | -12% | -0.1% | 28%
N#Cc1c(N)nc2c(c1-c1ccc3c(c1)OCO3)CCc1ccccc1-2 | 0% | 0 | 12% | -18% | -72% | 1% | -13% | 2% | i | 3.0% | -32%[inhibitor]
COc1ccc(-c2nc(-c3ccc(Br)o3)no2)cc1 | -7% | 7 | 1.2µM* | -9% | u | -3% | 33% | -11% | -1% | 0.1% | 8%
Cc1ccc(C)c(NC(=S)N2CCC(c3nc4ccccc4s3)CC2)c1 | -10% | 8 | -6% | -16% | -1% | -7% | 0% | 0% | -10% | -0.4% | -29%
Cc1cccc(NC(=O)CNC(=O)COC(=O)C2CC2C)c1C (centres undefined) | -5% | x | 1% | 6% | -10% | -10% | -3% | 4% | -1% | 0.0% | -7%
Nc1nc(CCl)nc(Nc2cccc3ccccc23)n1 | 0% | 5 | -10% | u | -78% | -1% | -11% | -2% | 5% | -0.5% | -63%[inhibitor]
COc1ccc2cc(C3NC(=O)c4ccccc4N3)c(Cl)nc2c1 (centres undefined) | -4% | 0 | 0% | 19% | -2% | 5% | 1% | -6% | 5% | 0.0% | -22%
Cc1ccc(S(=O)(=O)N(C(=O)c2ccncc2)c2ccc(OC(=O)c3ccncc3)c3ccccc23)cc1 | 1% | 10 | -13% | -21% | -17% | 1% | -26% | -1% | 11% | 0.4% | -44%
COc1ccc(CCCC(=O)N/N=C\c2cccs2)cc1 | -5% | u | 5% | 4% | 3% | -1% | -4% | -11% | 2% | -0.1% | 0%
c1ccc(CC2CCN(c3nc4ccccc4n4nnnc34)CC2)cc1 | -11% | 0 | 4% | 12% | -24% | -2% | u | 14% | 1% | -0.2% | -1%
CCOc1cccc2cc(-c3nnc(NCc4ccco4)s3)c(=O)oc12 | -4% | 2 | 18% | -10% | u | -1% | -20% | -4% | 301%[activator] | -0.1% | -28%
Nc1cccc(S(=O)(=O)Nc2ccccc2)c1 | 1% | -2 | -1% | 4% | 5% | 2% | 2% | 3% | 4% | -0.1% | -9%
CCC(C)C(CO)NCCCn1cnc(C(=O)Nc2ccc(C)c(C)c2)n1 (centres undefined) | 0% | x | x | -17% | -18% | x | x | x | 4% | x | 12%
Cc1ccccc1/C=N/N1CCN(c2ccccc2)CC1 | 0% | -2 | 17% | 4% | 3% | -7% | 27% | 6% | 0% | 0.5% | 16%
CC(=O)c1ccc(NC(=O)COC(=O)Cn2cnc3ccccc32)cc1 | -1% | x | 3% | 2% | 18% | 6% | x | -3% | -9% | -0.1% | -15%
COc1ccc(NC(=O)NNC(=O)CCC(=O)Nc2ccccc2Cl)cc1 | -11% | 2 | -1% | 0% | 15% | -2% | -1% | 3% | -1% | -0.6% | 42%
CC(=O)c1c(C)[nH]c(C(=O)CN2C(=O)NC(CCc3ccccc3)C2=O)c1C (centres undefined) | -3% | -2 | -3% | -19% | -23% | 0% | -4% | 1% | -4% | 0.4% | 33%
Brc1ccc(C2=Nc3ccccc3C(c3ccncc3)=NN2)cc1 | -9% | 7 | 3% | 5% | -5% | 1% | -1% | -7% | -1% | -0.4% | u
O=C(Nc1ccc2c(c1)CCC2)Nc1ccc(F)cc1F | 0% | 5 | u | -14% | u | -1% | u | -1% | -3% | -0.1% | 14%
O=C(NC1CCCCC1)N1CCC(c2nc3ccccc3[nH]2)CC1 | -5% | -7 | 1% | x | 1% | 2% | 8% | -36% | 3% | -0.2% | -53%[inhibitor]
COc1ccc(-n2c(NNC(C)=O)nc3sc4c(c3c2=O)CCCC4)cc1 | 0% | -1 | 1% | 7.9µM* | 1% | 0% | 1% | 7% | 5% | -0.7% | -22%
CC(C)Nc1cc(C(C)(C)C)nc2c(-c3ccccc3)cnn12 | 0% | 11 | u | 5% | 41% | -2% | u | -10% | 20% | 0.7% | 7%
CC1Cc2ccccc2N1C(=O)COC(=O)C1(c2ccccc2F)CCCC1 (centres undefined) | -1% | 11 | -10% | -1% | -50% | 1% | u | -3% | -1% | -0.2% | -29%
CCc1ccc(CN2CCC(n3nccc3NC(=O)c3ccccc3Cl)CC2)cc1 | 0% | -3 | -18% | 0% | -21% | -2% | 22% | -9% | x | -0.4% | -26%
COc1cc(C(=O)NC23CC4CC(CC(C4)C2)C3)cc(OC)c1OC | 2% | 25 | 3% | u | -13% | -1% | x | 10% | 2% | -0.5% | u
Cc1nc2ccccc2n1C(=O)N(C)C | -3% | -2 | -1% | -1% | -11% | 2% | 0% | 0% | 8% | -0.3% | -21%
COc1ccc(NC(=O)CN(C)C(=O)Cn2cnc3c2c(=O)n(C)c(=O)n3C)cc1 | -9% | 0 | -2% | -1% | 8% | 0% | 2% | 9% | 2% | -0.1% | 33%
COC(=O)c1ccc(COC(=O)C(NC(=O)Cc2ccccc2)C(C)C)cc1 (centres undefined) | -6% | 28 | 0% | 1% | 3% | 2% | 2% | -18% | -4% | -0.1% | 11%
O=C(N/N=C/c1ccncc1)c1cccc(NC(=O)c2ccc(Cl)cc2)c1 | 1% | -2 | 2% | -1% | 7% | -8% | 10% | 2% | -5% | 0.1% | 15%
